KOR beta-arrestin-1: KOR antagonists, beta-arrestin recruitment, cell-based, luminescence, uHTS (AID 1778). Kappa-type opioid receptor (Homo sapiens). KOR beta-arrestin recruitment, luminescence, antagonist mode; higher % means a stronger effect. inhibition, % at 10 µM, or IC50 in µM where a hit was titrated. 290,000 tested, 0.091% active; also: strong numbers were not always called active
GPR55 beta-arrestin: GPR55 agonists via beta-arrestin recruitment, primary screen, imaging, U2OS cells, beta-arrestin-GFP redistribution (AID 1961) | U2OS GPR55 beta-arrestin-GFP redistribution imaging; higher % means a stronger effect | activation, % at 10 µM, or EC50 in µM where a hit was titrated | G-protein coupled receptor 55 (Homo sapiens) | 290,000 tested, 0.048% active;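 active = activation above 40% with more than 50 cells counted in the well; inconclusive = wells holding fewer than 50 cells, flagged as toxic or sparse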;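 also: U2OS osteosarcoma cells stably expressing GPR55 and beta-arrestin-GFP; plate controls were DMSO negative control for no effect and LPI positive control for full effect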
GPR35 antagonists: GPR35 antagonists blocking zaprinast-driven arrestin recruitment, primary screen, imaging, U2OS, beta-arrestin-GFP, zaprinast agonist (AID 2058) | G-protein coupled receptor 35 (Homo sapiens) | U2OS GPR35 beta-arrestin-GFP translocation imaging, zaprinast antagonism; higher % means a stronger effect | one-dose inhibition, % at 10 µM; IC50 in µM for titrated hits | 290,000 tested, 0.052% active;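 active = inhibition of at least 50% with at least 30 cells and total cytoplasm GFP at most 10,000,000; inconclusive = under 30 cells or total GFP of 10,000,000 plus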
Myeloid diff MLP: induction of myeloid progenitor differentiation, primary screen, cell-based, flow cytometry, MLPCN library; ER-HoxA9 myeloid progenitors, lysozyme-GFP differentiation; calls only at 10 µM; 360,000 tested, 1% active; AID 624256, 2012;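 active = normalized GFP-positive differentiation at or above the plate's own cutoff, the solvent-only control mean plus 3 SD; inconclusive = no clear call, values can overlap the other calls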;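 also: cells exposed to compound for four days before flow analysis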
GPR55 LPI antagonism: GPR55 antagonists blocking LPI-driven arrestin recruitment, primary screen, imaging, U2OS, beta-arrestin-GFP, LPI agonist (AID 2013); inhibition, % at 10 µM, or IC50 in µM where a hit was titrated; 290,000 tested, 0.13% active; U2OS GPR55 beta-arrestin-GFP translocation imaging, LPI antagonism; higher % means a stronger effect; G-protein coupled receptor 55 (Homo sapiens);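 active = spots per cell inhibited over 60%, with over 100 cells counted and total cytoplasm intensity under 500,000; inconclusive = wells with under 100 cells, flagged as likely toxic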;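 also: U2OS cells stably carrying GPR55 and arrestin-GFP stimulated by 5 µM LPI near EC80; imaged beta-arrestin-GFP aggregate spots per cell after agonist stimulation; plate controls were LPI-stimulated DMSO wells for no effect and DMSO wells without LPI for full effect; some results filed as inactive read as strong as hits; confirmed hits need IC50 under 10 µM and bright autofluorescent wells are also inconclusive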
KOR beta-arrestin-2: KOR agonists, beta-arrestin recruitment, primary screen, cell-based, luminescence, uHTS (AID 1777). Kappa-type opioid receptor (Homo sapiens). KOR beta-arrestin recruitment, luminescence; higher % means a stronger effect. activation, % at 10 µM; hits with a dose series show EC50 in µM. 280,000 tested, 0.02% active; in the data active = activation above about 50%, passing the limit was not always enough; also: a part of the inactive calls stands beside numbers as strong as those of hits
HIV fusion peptide: inhibitors of HIV fusion peptide binding, primary screen, biochemical, uHTS, fluorescence dequenching (AID 1986) | cell-free peptide binding, fluorescence dequenching, 30 min; higher % means a stronger effect | inhibition, % at 20 µM; hits with a dose series show IC50 in µM | 290,000 tested, 0.3% active; in the data active = inhibition mostly above about 52%, no sharp cut-off; inactive = mostly below about 76%; also: some results filed as inactive read as strong as hits
NOD1 NF-kB reporter: NOD1 signaling inhibitors, primary screen, cell-based, luminescence, uHTS (AID 1578). NOD1-driven NF-kB luciferase reporter cells, luminescence; higher % means a stronger effect. inhibition, % at 4 µM, or EC50 in µM where a hit was titrated. 290,000 tested, 1% active; in the data active = inhibition mostly above about 36%, no sharp cut-off; inactive = mostly below about 34%;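 also: HEK-293T reporter cells stimulated with the NOD1 agonist gamma-tri-DAP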
NOD2 inhibition: NOD2 signaling inhibitors, cell-based, luminescence, uHTS, HEK293 (AID 1566); HEK293 NOD2/NF-kB luciferase reporter, luminescence; higher % means a stronger effect; inhibition, % at 4 µM, or EC50 in µM where a hit was titrated; 290,000 tested, 0.63% active; also: many of its hits are not listed in these tables
Myeloid diff MLP GFP+ MAC1+ %: second read-out of Myeloid diff MLP, no call of its own (marks repeat the call); GFP+ MAC1+ double positive, %; measured here: differentiation confirmed by MAC1 staining
Active calls of the source: *; i = inactive; ? = inconclusive; nt = no result given; [ ] = remark or other dose. Rule as the data show it, unless noted: active = inhibition above about 50%; inactive = the rest.

structure,KOR beta-arrestin-1,GPR55 beta-arrestin,GPR35 antagonists,Myeloid diff MLP,Myeloid diff MLP GFP+ MAC1+ %,GPR55 LPI antagonism,KOR beta-arrestin-2,HIV fusion peptide,NOD1 NF-kB reporter,NOD2 inhibition
Cc1nc2c([N+](=O)[O-])c(C)c(C)cc2[nH]1,-8%,-0.3%,-5%,i,0.1,-4%,-2.0%,-0.1%,-23%,7%
CNC(=S)NNC(=O)c1cc(C(C)(C)C)nn1Cc1ccc(F)cc1,10%,0.3%,-2%,i,0.7,19%,2.6%,-2.8%,-5%,11%
O=C1[C@H]2[C@@H](/C=C/c3ccccc3)N3C(=O)CN(CC4CC4)C(=O)[C@@]3(Cc3ccccc3)[C@H]2C(=O)N1c1ccccc1,-23%[20 µM],0.6%,14%,i,0.5,-2%,-6.8%,-0.2%,-8%,-8%
Cc1cccc(Oc2c([N+](=O)[O-])c(=O)n(C)c3ccccc23)c1,13%[20 µM],0.1%,-3%,i,0.6,3%,-3.3%,-0.3%,-25%,-10%
Brc1csc(/C=N/Nc2nc3ccccc3s2)c1,15%,-0.2%,-3%,i,0.2,-8%,0.4%,0.7%,-29%,-108%
Cc1nc(N)sc1-c1csc(Nc2ncccn2)n1,3%,0.2%,9%,i,0.6,6%,-1.9%,-0.4%,-55%,-67%
CCCN(CCC)CCNS(=O)(=O)c1ccc2c(c1)CCN2C(=O)C1CCC1,-9%,-0.1%,25%,i,3.8,1%,-9.2%,1.5%,3%,28%
Brc1cccc(-c2nnc(SCc3nc4ccccc4[nH]3)o2)c1,-3%,-0.1%,-10%,i,0.6,2%,4.5%,4.7%,-19%,-8%
CSc1nc(=S)n(-c2ccccc2)c(C)c1C(C)=O,9%,-0.1%,2%,i,0.9,4%,-3.6%,-1.6%,-14%,11%
COCCNc1nnc(SC(C)C(=O)Nc2c(C)n(C)n(-c3ccccc3)c2=O)s1 (centres undefined),-1%,-0.1%,-3%,i,0.6,10%,-0.7%,1.8%,-34%,2%
Cc1cc(C)nc(NC(=O)c2c(-c3ccccc3Cl)noc2C)n1,12%,0.2%,12%,i,0.8,7%,-0.2%,0.6%,-20%,3%
COc1cc(C)c(NC(=O)C(=S)NCCc2ccccc2)cc1C,-20%[20 µM],-0.1%,-8%,i,0.7,3%,-3.7%,-1.7%,-18%,18%
COc1ccccc1S(=O)(=O)Cc1ccc(C(=O)NCCCN2CCN(c3ccc(F)cc3)CC2)o1,-49%,0.2%,-9%,i,0.4,-1%,-0.1%,0.7%,-35%,4%
COc1ccc(C(=O)NCC(=O)OCC(=O)N2N=C(c3ccc(Cl)cc3)CC2c2ccco2)cc1OC (centres undefined),-11%,0.2%,-16%,i,0.2,-15%,-0.1%,-0.3%,-26%,10%
C[C@]12C(=O)N(c3ccc(Br)cc3)C(=O)N1[C@@H]1c3ccccc3OC[C@@H]1[C@H]2c1ccccc1,-75%[20 µM],0.0%,15%,i,3.1,11%,nt,0.3%,-1%,4%
COCC1=C(C(=O)OC)C(c2ccco2)n2ncnc2N1 (centres undefined),-13%,-0.2%,1%,i,0.3,-2%,5.6%,-1.2%,6%,5%
Cc1cc2ccccc2n2c(SCC(=O)Nc3ccc(S(=O)(=O)N4CCCCC4)cc3)nnc12,30%,-0.4%,-11%,i,1.3,10%,4.5%,-2.5%,28%,12%
O=c1c(-c2ccc(F)cc2)coc2cc(O)ccc12,3%,-0.1%,12%,i,7.6,14%,-0.4%,2.7%,-91%,-47%
CN(Cc1cccs1)C(=O)Cc1csc(-c2ccccc2)n1,0%,-0.3%,9%,i,1.5,-2%,-2.1%,2.0%,-35%,-39%
C/C(Cn1nnc2ccccc21)=N\OC(=O)c1cc(F)c(F)cc1Cl,-12%[20 µM],0.2%,9%,i,0.4,-1%,nt,0.1%,-33%,12%
CN(CCO)C(=O)C(c1ccccc1)c1ccccc1,22%,-0.1%,2%,i,0.2,1%,4.4%,1.2%,2%,13%
COc1ccc(CC(=O)Nc2cccc3c2CCCC3)cc1,32%[20 µM],0.2%,5%,i,0.8,10%,-6.2%,-0.9%,19%,-10%
CC1Cc2ccccc2N1C(=O)CN1C(=O)CN(C)C(=O)c2ccccc21 (centres undefined),-82%,-0.1%,-1%,i,1.3,-1%,1.9%,0.7%,4%,7%
COc1ccc(S(=O)(=O)N(C)CC(=O)NC2CCCCC2)cc1OC,8%,0.0%,3%,i,6.3,7%,0.6%,-0.5%,-17%,6%
CCOc1ccc(NC(=O)NNC(=O)c2cccnc2)cc1,-7%,0.0%,8%,i,1.6,-10%,-4.0%,-1.8%,-2%,10%
CCCn1nnnc1NCc1cccn1C,11%,-0.2%,3%,i,6.4,7%,-3.7%,-0.2%,-14%,6%
N#Cc1cnn(-c2cccc(Cl)c2)c1N,-26%,-0.3%,24%,i,0.4,-3%,1.1%,0.6%,-33%,-8%
Cn1cccc1-c1nc2ccc(NC(=O)c3cccs3)cc2[nH]1,-15%,0.3%,-5%,i,0.5,15%,-4.0%,0.2%,-31%,-10%
COc1ccccc1-n1c(SCC(=O)Nc2cccc3ccccc23)nc(O)cc1=O,18%,-0.2%,-15%,i,0.6,-1%,-7.3%,-2.8%,-7%,-1%
CCN(C(=O)CSc1nnc(Nc2cccc(C)c2C)s1)C1CCS(=O)(=O)C1 (centres undefined),11%,0.2%,1%,i,1.1,1%,3.4%,1.5%,-42%,-9%

A second format for part of the listing above.
C/C(Cn1nnc2ccccc21)=N\OC(=O)c1cc(F)c(F)cc1Cl
  KOR beta-arrestin-1: -12%[20 µM]
  GPR55 beta-arrestin: 0.2%
  GPR35 antagonists: 9%
  Myeloid diff MLP: i
  Myeloid diff MLP GFP+ MAC1+ %: 0.4
  GPR55 LPI antagonism: -1%
  KOR beta-arrestin-2: nt
  HIV fusion peptide: 0.1%
  NOD1 NF-kB reporter: -33%
  NOD2 inhibition: 12%
CN(CCO)C(=O)C(c1ccccc1)c1ccccc1
  KOR beta-arrestin-1: 22%
  GPR55 beta-arrestin: -0.1%
  GPR35 antagonists: 2%
  Myeloid diff MLP: i
  Myeloid diff MLP GFP+ MAC1+ %: 0.2
  GPR55 LPI antagonism: 1%
  KOR beta-arrestin-2: 4.4%
  HIV fusion peptide: 1.2%
  NOD1 NF-kB reporter: 2%
  NOD2 inhibition: 13%
COc1ccc(CC(=O)Nc2cccc3c2CCCC3)cc1
  KOR beta-arrestin-1: 32%[20 µM]
  GPR55 beta-arrestin: 0.2%
  GPR35 antagonists: 5%
  Myeloid diff MLP: i
  Myeloid diff MLP GFP+ MAC1+ %: 0.8
  GPR55 LPI antagonism: 10%
  KOR beta-arrestin-2: -6.2%
  HIV fusion peptide: -0.9%
  NOD1 NF-kB reporter: 19%
  NOD2 inhibition: -10%

Remaining list, next part.
structure,KOR beta-arrestin-1,GPR55 beta-arrestin,GPR35 antagonists,Myeloid diff MLP,Myeloid diff MLP GFP+ MAC1+ %,GPR55 LPI antagonism,KOR beta-arrestin-2,HIV fusion peptide,NOD1 NF-kB reporter,NOD2 inhibition
Nc1nccc(-c2cc(-c3ccc(Cl)cc3Cl)no2)n1,5%,-0.2%,-6%,i,0.3,0%,1.6%,0.0%,-12%,-101%
Cc1cccc(-c2oc3ccc(-c4ccc5c(c4)OCO5)cc3c2C(=O)OCc2ccc(O)cc2)c1,-8%[20 µM],0.0%,10%,?,nt,14%,0.8%,1.0%,-13%,18%
CCCCCc1c(C)nc(SCC(=O)O)[nH]c1=O,34%,-0.2%,8%,i,1.5,-4%,-3.4%,-0.9%,-7%,1%
Cn1cc(-c2ccccc2C(=O)O)c(=O)c2cc(Cl)ccc21,-16%,0.0%,3%,i,0.6,6%,2.0%,-0.2%,-9%,-13%
O=C(CSc1ccc([N+](=O)[O-])cn1)Nc1ccc(N2CCOCC2)cc1,-37%[20 µM],-0.1%,14%,i,1.6,5%,8.4%,0.2%,10%,-15%
COc1cc(/C=C2\C(=N)N3N=C(S(C)(=O)=O)SC3=NC2=O)ccc1OC(=O)c1ccco1,-20%,-0.2%,-4%,i,4.8,-2%,-3.6%,22µM*,-19%,12%
O=C(NC1CCN(S(=O)(=O)c2ccccc2)CC1)c1ccccc1,-17%,-0.1%,11%,i,0.5,-3%,4.8%,1.2%,-17%,2%
NS(=O)(=O)c1ccc(CCNC(=O)CNC(=O)COc2ccccc2)cc1,-6%,-0.2%,-9%,i,0.5,1%,3.5%,-0.4%,-9%,-4%
CCOCCn1c(CN2CCN(C(c3ccccc3)c3ccccc3)CC2)nc2c1c(=O)n(C)c(=O)n2C,-16%,-0.1%,-3%,i,0.8,-1%,-4.0%,-0.9%,-7%,-8%
CCC(c1nnnn1Cc1ccco1)N(CCc1ccccc1)Cc1cc2cccc(C)c2[nH]c1=O (centres undefined),-7%,0.1%,-5%,i,2.5,7%,7.4%,20%,-6%,-9%
Cc1cc(/C=C(\C#N)C(=O)Nc2ccccc2)c(C)n1-c1ccc(C(=O)O)cc1,25%,-0.2%,-4%,i,0.4,7%,14%,8.5%,-1%,34%
CC(=O)CSc1nc2ccc(Nc3nc(N4CCOCC4)nc(N4CCOCC4)n3)cc2s1,25%,0.3%,0%,i,1.1,3%,-1.0%,0.2%,nt,13%
CC1CCN(C(=O)C2CCN(c3nnc(-n4cccc4)s3)CC2)CC1,-12%,0.5%,10%,i,1.9,13%,2.2%,-1.4%,-12%,5%
O=c1ccc(-c2nc3cc(Cl)ccc3n2Cc2ccccc2)c[nH]1,0%,0.1%,3%,i,0.4,-2%,-6.0%,-2.1%,-11%,23%
CN(CC(=O)N(CCO)Cc1ccccc1)S(=O)(=O)c1ccc2c(c1)c(=O)n(C)c(=O)n2C,8%,0.2%,2%,i,1.2,5%,1.3%,-0.5%,-37%,4%
Cc1noc(C)c1COC(=O)c1cc(C)n(-c2ccccc2)c1C,21%,-0.1%,9%,i,0.7,-17%,2.0%,-1.6%,-32%,-44%
O=C(Nc1ccccc1)Nc1ccc(Cl)c(S(=O)(=O)N2CCOCC2)c1,-6%,-0.1%,-2%,i,0.5,-13%,5.6%,1.6%,-37%,-2%
CCOC(=O)c1c(-c2ccccc2)nnn1-c1nc(OCC)nc(N2CCCCC2)n1,-25%,-0.2%,8%,i,1.0,6%,-1.6%,-2.2%,-10%,15%

Screening data (PubChem BioAssay)

Some of the compounds tested (hit frequency here may not be typical).
